# From PubChem
# Menin MLL FP TR – displaces Texas Red mutant MLL peptide from human menin. actives 0.23% (n = 270,000). O00255. AID 1768. Menin + Texas Red MLL mutant peptide, fluorescence polarization. Potency, µM (doses to about 61.6 µM), without a hit: at the highest dose FP activity change, negative = inhibition, hits mostly inhibitors; active means well fitted inhibition curve with a large enough effect in the polarisation, with a control signal flat, not every such curve was filed as active; inconclusive means small, poorly fitted or top-dose-only effect, or effect the other way, or a change in a side signal; inactive means no such curve, though single readings can be large or run the other way; the % refers to the polarisation; further: potency means the concentration at half of the fitted maximal effect; % of control where 0% means no effect; many of its hits are not listed in these tables
# Target sequence (O00255 whole entry, looked up): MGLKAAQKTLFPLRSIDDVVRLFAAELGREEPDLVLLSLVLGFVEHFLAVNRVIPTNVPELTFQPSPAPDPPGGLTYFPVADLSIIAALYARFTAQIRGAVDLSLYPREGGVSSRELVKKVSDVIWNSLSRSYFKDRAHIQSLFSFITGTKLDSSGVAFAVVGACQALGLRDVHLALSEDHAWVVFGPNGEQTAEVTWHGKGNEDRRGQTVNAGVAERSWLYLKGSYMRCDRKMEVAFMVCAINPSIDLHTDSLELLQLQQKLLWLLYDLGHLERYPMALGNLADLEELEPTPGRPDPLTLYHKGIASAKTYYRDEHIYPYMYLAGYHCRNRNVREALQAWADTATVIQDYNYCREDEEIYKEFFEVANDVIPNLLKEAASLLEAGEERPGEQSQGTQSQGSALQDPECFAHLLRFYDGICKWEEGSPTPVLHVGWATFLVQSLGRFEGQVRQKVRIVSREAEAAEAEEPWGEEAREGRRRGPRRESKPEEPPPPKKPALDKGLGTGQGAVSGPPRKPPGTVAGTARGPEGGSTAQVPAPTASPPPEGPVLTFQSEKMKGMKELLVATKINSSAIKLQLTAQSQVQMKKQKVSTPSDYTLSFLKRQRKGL
# Coupling enz – coupling enzyme interference in Giardia aldolase counter-screen. coupling enzyme system counterscreen, AmpLite Red fluorescence. activity change, negative = inhibition, % at 58.2 µM, hits read low. actives 0.67% (n = 290,000). AID 2472; in the data active means activity change below about -30%; further: on the % scale 0 is the no-effect control and ±100 the full control effect
#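 Final compound at 57.5 uM, incubated 10 min at RT with coupling enzyme reagent (glyceraldehyde-3-phosphate), then 20 min with substrate and AmpLite Red detection. Fluorescence read at 525/598 nm; tests interference with the coupling assay, not aldolase inhibition.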
# * hit, by the source's call; ? = inconclusive; & = joins results of further samples; [ ] = another dose, or the depositor's remark.
SMILES,Menin MLL FP TR,Coupling enz
COc1ccc(Cl)cc1-c1ccc(C(=O)O)s1,8%[94.6 µM],15
O=C(Nc1cccc(F)c1)N1CCC2(CC1)CCN(C(=O)c1ccncc1)CC2,8%,1
COc1cccc(Cn2c(=O)c(-c3cccc(C#N)c3)nc3cnc(N4CCN(C)CC4)nc32)c1,19%,3
CN(C)c1ncc2ncc(=O)n(CCC#N)c2n1,17%,0
COCCn1c(=O)c(-c2cccs2)nc2cnc(Oc3cccc(Cl)c3)nc21,?,-8
Clc1ccccc1-c1nc(Nc2ccncc2)c2ccccc2n1,?,-1
CS(=O)(=O)N1CCC2(CC1)CN(c1ccncc1)C2,9%,-3
Nc1ncn(C2CC(O)C(CO)O2)c(=O)n1 (stereo not drawn),-30%,5
COc1ccc(C(=O)N2CCC3(CCCN(Cc4nccs4)C3)CC2)cc1,-21%,0
NCC1O[C@@H](O[C@@H]2C(O)[C@H](O[C@H]3OC(CO)C(O)C(N)C3O)[C@@H](N)C[C@H]2N)C(N)C(O)C1O (stereo partly drawn),0%,-3
O=C(c1ccco1)N1CCC2(CC1)CN(c1ccc(-c3ccccc3)cc1)C2,6%,1
CCOC(=O)OCC1OC(C#Cc2ccc(F)cc2F)C=CC1OC(=O)OCC (stereo not drawn),9%[11.7 µM],2
CC(C)C[C@H](NC(=O)[C@@H](Cc1c[nH]c2ccccc12)NC(=O)[C@H](Cc1ccc(O)cc1)NC(=O)[C@H](CO)NC(=O)[C@H](Cc1c[nH]c2ccccc12)NC(=O)[C@H](Cc1cnc[nH]1)NC(=O)[C@@H]1CCC(=O)N1)C(=O)N[C@@H](CCCN=C(N)N)C(=O)N1CCC[C@H]1C(=O)NCC(N)=O,-20%,3
COCCn1c(=O)c(CCc2ccccc2)nc2cnc(Oc3cccc(Cl)c3)nc21,-1%,2
COc1ncc2nc(CCc3ccccc3)c(=O)n(CCc3ccccc3)c2n1,-14%,3
COc1ccc(-n2c(=O)c(C)nc3cnc(Nc4cccc(OC)c4)nc32)cc1,36%[activator],-1
Cc1noc(-c2ccc(CSCCC(=O)O)cc2)c1NC(=O)OC(C)c1ccccc1Cl (stereo not drawn),-21%,5
O=C(Oc1cc(OC(=O)c2ccccc2)c2c(c1)OC(c1ccc(OC(=O)c3ccccc3)c(OC(=O)c3ccccc3)c1)[C@@H](OC(=O)c1ccccc1)C2)c1ccccc1 (stereo partly drawn),?,1
O=C(Nc1cccc(F)c1)N1CC2(CCN(C(=O)c3cnccn3)CC2)C1,15%,3
O=c1cnc2cnc(N3CCNCC3)nc2n1Cc1ccc(F)cc1,1%,1
Cn1cccc1C(=O)N1CCC2(CCCN(C(c3ccccc3)c3ccccc3)C2)CC1,-14%,-1
COC(=O)[C@@H](NC(=O)O[C@@H]1C(=O)c2ccc(OC)cc2O[C@H]1c1ccc2c(c1)OCO2)C(C)C,2%,1
Cc1nc2cnc(Oc3ccccc3)nc2n(C2CC2)c1=O,-26%,-2
O=c1c(-c2ccc(F)cc2)nc2cncnc2n1C1CC1,10%,2
C=CCC(C)(O)c1cccc(Br)c1 (stereo not drawn),0%,3
COCCNc1cc(-c2ccccc2CN(C)C)ncn1,-10%,3
NCCC[C@@H](CC(=O)N[C@@H]1CCNC[C@H]1C(=O)N[C@H](CC(=O)N[C@@H](CCC(=O)O)CC(=O)O)Cc1c[nH]c2ccccc12)NC(=O)C[C@H](Cc1ccccc1)NC(=O)[C@@H]1CCCC[C@H]1N,-2%,1
CN1CCCC2(CCN(C(=O)c3cccn3C)CC2)C1,1%,-1
CS(=O)(=O)Nc1cccc(-c2ccc3ncnc(Nc4ccc(F)cc4)c3c2)c1,?,0
CC(C)(C)N1C(=O)[C@H]2[C@H]3[C@H](O)[C@H](O)C/C(=N/OC[C@@H](O)COCc4ccco4)[C@H]3CC[C@@H]2C1=O,-5%[11.7 µM],1
CN(Cc1ccco1)c1ccnc(-c2cccnc2)n1,2%,2
CC(=O)c1c(O)cccc1O,9%,1
COCCn1c(=O)c(-c2ccc(F)cc2)nc2cnc(Oc3cccc(Cl)c3)nc21,3%,-2
COc1ccc(-n2c(=O)c(-c3cn(C)c4ccccc34)nc3cncnc32)cc1,0%,1
CCCOC(=O)NCCCN(C)C,7%,-1
COc1ccccc1CNc1ncncc1-c1ccccc1C,-19%,4
O=C(c1ccncc1)N1CCC2(CCCN(c3ccncc3)C2)CC1,12%,1
CNc1ncnc2ccc(-c3cccc(NS(C)(=O)=O)c3)cc12,-17%,-1
O=C(O)/C=C\c1ccc(O)c(O)c1,-7%[24.8 µM],-2
CC(=O)OCC(=O)[C@@]1(O)CCC2C3CCC4=CC(=O)CC[C@@]4(C)[C@]3(F)C(O)C[C@]21C (stereo partly drawn),-8%,1
COC(=O)N[C@@H](c1cccc(F)c1)[C@@H](C)[N+](=O)[O-],-7%,0
COc1c(O)cc2oc3cc(O)c(CC=C(C)C)c(O)c3c(=O)c2c1CC=C(C)C,?,-5&-17&0
CN(C)c1ncc2ncc(=O)n(CCc3ccccc3)c2n1,-12%,2
CSCC[C@H](N)C(=O)N[C@@H](CO)C(=O)N[C@@H](CCCN=C(N)N)C(=O)N1CCC[C@H]1C(=O)N[C@@H](C)C(=O)N[C@@H](CS)C(=O)N1CCC[C@H]1C(=O)N[C@@H](CC(N)=O)C(=O)N[C@@H](CC(=O)O)C(=O)N[C@@H](CCCCN)C(=O)N[C@@H](Cc1ccc(O)cc1)C(=O)N[C@@H](CCC(=O)O)C(=O)O,7%,0
COc1ccccc1CNc1ncncc1-c1ccc2c(c1)OCO2,-10%,0
Cc1ccc(S(=O)(=O)OC[C@@H]2CN3[C@H](c4ccc(Br)cc4)[C@H](C)CC[C@H]3C(=O)O2)cc1,8%[11.7 µM],1
Cc1nc2ccc(NC(=O)Nc3ccnc4cccnc34)cc2o1,2%[24.8 µM],-1
COC1=C(OC)C(=O)C(C/C=C(\C)CC/C=C(\C)CC/C=C(\C)CC/C=C(/C)CC/C=C(\C)CC/C=C(\C)CC/C=C(\C)CC/C=C(\C)CC/C=C(\C)CCC=C(C)C)=C(C)C1=O,-1%,5
COc1ccccc1-c1ccc2ncnc(NC3CCNCC3)c2c1,2%,8
COc1ccc(C2OCC3(COC(C)=O)C(C)C=C(C)C2C3C)cc1 (stereo not drawn),-18%[24.8 µM],-1
Nc1nc2ncc(=O)[nH]c2c(=O)[nH]1,10%,5
N#Cc1cccc(-c2nc(Nc3ccncc3)c3ccccc3n2)c1,17%,-3
COC(=O)N1CCC2(CCCN(c3cccc(-c4ccccc4)c3)C2)CC1,-8%,2
CC1(C)CC2C1CCC1(C)OC1CCC2(C)O (stereo not drawn),1%,-5
O=C(c1cnccn1)N1CCC2(CCCN(c3cccc(-c4ccccc4)c3)C2)CC1,14%,1
CCOCC,-3%,0
CCN1C(=O)[C@H]2[C@H]3[C@H](O)[C@H](O)C/C(=N/NC(=O)OCc4ccccc4)[C@H]3CC[C@@H]2C1=O,0%[11.7 µM],-7
CS(=O)(=O)Nc1cccc(-c2cc(NCc3ccccc3)ncn2)c1,1%,3
O=C(Nc1ccccc1)N1CC2(CCN(C(=O)c3cnccn3)CC2)C1,11%,1
CCOC(=O)N/N=C1/C[C@@H](O)[C@@H](O)[C@@H]2[C@@H]3C(=O)N(C4CCCCC4)C(=O)[C@H]3CC[C@@H]12,-19%[11.7 µM],-1
# New compounds follow:
SMILES,Menin MLL FP TR,Coupling enz
CCOC(=O)OCC1OC(c2ccc(C(C)=O)cc2)C=CC1Oc1ccc(-c2ccccc2)cc1 (stereo not drawn),6%[11.7 µM],0
CN(C)c1ncnc2ccc(-c3cccc(NS(C)(=O)=O)c3)cc12,-10%,0
CCCCC/C=C\C/C=C\C/C=C\C/C=C\CCCC(=O)C(F)(F)F,0%,-10
CCCCC#CC1C=CC(Oc2cc(OC)c(OC)c(OC)c2)C(CO)O1 (stereo not drawn),0%[11.7 µM],2
O=C1C=C(O)c2ccccc2C1=O,3%&0%,-27&-28
COc1ccc(C(=O)N2CCC3(CCN(C(=O)Nc4cccc(C#N)c4)CC3)CC2)cc1,12%,0
Clc1ccccc1-c1nc(NCc2cccnc2)c2ccccc2n1,5%,1
C=C1CC23C[C@H]4[C@@H]5[C@@]6(C)C[C@H](OC(=O)c7ccccc7)[C@@H](OC(C)=O)[C@]57[C@@H]2[C@@H](OC(C)=O)[C@H]1[C@@H](O)[C@H]3[C@H]7N4C6,0%[24.8 µM],-1
Cc1noc(C)c1-c1nc(Nc2ccncc2)c2ccccc2n1,-26%,3
O=C(O)CO,-2%,2
O=c1c(-c2ccc(O)cc2)coc2cc(O[C@@H]3O[C@H](CO)[C@H](O)[C@H](O)[C@H]3O)ccc12,3%,-2
CCCCCC[C@@H](O)C/C=C\CCCCCCCC(=O)O,1%&1%,3
NCCCCCc1cnc[nH]1,8%,3
O=c1c(-c2cc(F)cc(F)c2)nc2cnc(Oc3ccccc3)nc2n1C1CC1,-3%,1
COc1ccc2[nH]cc(CCNc3nc(-c4ccccc4CN(C)C)nc4ccccc34)c2c1,-2%,-1
CC(C)CC(N)C(=O)NC(C)C(=O)O (stereo not drawn),-4%,3
CN(C)c1ccc(-c2cc(Nc3ccc(F)cc3)ncn2)cc1,?,-19
O=C(Nc1cccc(F)c1)N1CC[C@@]2(CCCN(C(=O)c3ccco3)C2)C1,9%,2
Cc1cccc(CNc2ncncc2-c2cccc(NS(C)(=O)=O)c2)c1,1%,-1
COc1ccccc1-c1nc(N(C)C)c2ccccc2n1,-8%,0
COc1cc(C2CC(=O)Oc3ccc(O)cc32)cc(OC)c1OC (stereo not drawn),-3%[94.6 µM],-3
O=c1c2ccccc2oc2ccccc12,7%,0
COC(=O)[C@@H]1CC[C@H](C)[C@@H](c2ccc(C)cc2)N1C(=O)c1ccc(/C=N\OCC[C@@H]2C=C[C@H](OC(C)=O)[C@H](COC(C)=O)O2)cc1,-26%[11.7 µM],1
CO[C@H]1COC(=O)[C@H]2CCCN2C(=O)C/C=C\[C@@H](C)[C@H](OC)COC(=O)C/C=C\[C@@H]1C,-16%[11.7 µM],0

# Ordered by heavy-atom count (ascending): part of the list above.
SMILES,Menin MLL FP TR,Coupling enz
O=C(O)CO,-2%,2
NCCCCCc1cnc[nH]1,8%,3
CC(C)CC(N)C(=O)NC(C)C(=O)O (stereo not drawn),-4%,3
O=c1c2ccccc2oc2ccccc12,7%,0
CCCCCC[C@@H](O)C/C=C\CCCCCCCC(=O)O,1%&1%,3
CN(C)c1ccc(-c2cc(Nc3ccc(F)cc3)ncn2)cc1,?,-19
COc1cc(C2CC(=O)Oc3ccc(O)cc32)cc(OC)c1OC (stereo not drawn),-3%[94.6 µM],-3
Cc1cccc(CNc2ncncc2-c2cccc(NS(C)(=O)=O)c2)c1,1%,-1
O=C(Nc1cccc(F)c1)N1CC[C@@]2(CCCN(C(=O)c3ccco3)C2)C1,9%,2
O=c1c(-c2cc(F)cc(F)c2)nc2cnc(Oc3ccccc3)nc2n1C1CC1,-3%,1
O=c1c(-c2ccc(O)cc2)coc2cc(O[C@@H]3O[C@H](CO)[C@H](O)[C@H](O)[C@H]3O)ccc12,3%,-2
CO[C@H]1COC(=O)[C@H]2CCCN2C(=O)C/C=C\[C@@H](C)[C@H](OC)COC(=O)C/C=C\[C@@H]1C,-16%[11.7 µM],0
COc1ccc2[nH]cc(CCNc3nc(-c4ccccc4CN(C)C)nc4ccccc34)c2c1,-2%,-1
COC(=O)[C@@H]1CC[C@H](C)[C@@H](c2ccc(C)cc2)N1C(=O)c1ccc(/C=N\OCC[C@@H]2C=C[C@H](OC(C)=O)[C@H](COC(C)=O)O2)cc1,-26%[11.7 µM],1

# (list continues)
SMILES,Menin MLL FP TR,Coupling enz
COc1ccc(C(=O)N2CCC3(CC2)CCN(c2ccncc2)CC3)cc1,4%,2
COC(=O)N[C@@H](CCc1ccccc1)/C(C(=O)OC)=C(\C)NCc1ccccc1,-1%,4
C[C@]12C[C@H](O)CC(CO)(CO)C1[C@H](O)C[C@@]13CC4[C@@H](CC12)[C@@]4(C)C3 (stereo partly drawn),6%,1
COc1ccco1,3%,2
COc1cccc(Nc2ncc3nc(-c4cc(F)cc(F)c4)c(=O)n(CCC#N)c3n2)c1,?,0
O=C(O)C1(O)CC(O)C(O)C(O)C1 (stereo not drawn),-9%,1
NCC[C@H](O)C(=O)N[C@H]1C[C@@H](N)[C@@H](O[C@H]2O[C@@H](CN)[C@@H](O)[C@@H](O)[C@@H]2O)[C@@H](O)[C@@H]1O[C@H]1O[C@@H](CO)[C@@H](O)[C@@H](N)[C@@H]1O,9%[24.8 µM],1
COc1ncc2nc(-c3cc(F)cc(F)c3)c(=O)n(C[C@H]3CCCO3)c2n1,-11%,-10
COc1cccc(Cn2c(=O)c(-c3cccs3)nc3cnc(N4CCNCC4)nc32)c1,20%,-4
Cc1ccc(S(=O)(=O)N2CCC(=O)N([C@H](COCc3cccc(C(F)(F)F)c3)Cc3ccccc3)CC2)cc1,-10%,-7
CN(C)c1ccc(-c2nc(NCc3cccnc3)c3ccccc3n2)cc1,?,-3
O=C(c1cc(C(F)(F)F)cc(C(F)(F)F)c1)N1CCC2(CCCN(c3ccccn3)C2)CC1,-16%,-3
Cc1noc(C)c1-c1ccc2ncnc(Nc3ccc(F)cc3)c2c1,7%,-2
O=C(c1ccco1)N1CCC2(CCN(Cc3cc(C(F)(F)F)cc(C(F)(F)F)c3)CC2)CC1,-9%,0
COC(=O)NC(c1ccc(Cl)cc1)C(C(C)=O)C(=O)OC (stereo not drawn),-9%[11.7 µM],2

# Not all compounds are listed; count on the stated rates, not on these rows.
